GLP-1R inv ag: acts as inverse agonist at human GLP-1 receptor; P43220; HEK293 GLP-1R CRE-luciferase, luminescence, 24 h; GLP-1R form is constitutively active; Potency, µM (titrated, usually from 38.3 µM), inactives show at the highest dose activity change, negative = inhibition, hits mostly inhibitors; actives 1.6% (n = 410,000); note: potency is the fitted concentration of half-maximal effect; % is set by controls: 0 for no effect and ±100 for the full control effect; nearly all actives have a fitted effect of over 55% in size
Target sequence (P43220 whole entry, looked up): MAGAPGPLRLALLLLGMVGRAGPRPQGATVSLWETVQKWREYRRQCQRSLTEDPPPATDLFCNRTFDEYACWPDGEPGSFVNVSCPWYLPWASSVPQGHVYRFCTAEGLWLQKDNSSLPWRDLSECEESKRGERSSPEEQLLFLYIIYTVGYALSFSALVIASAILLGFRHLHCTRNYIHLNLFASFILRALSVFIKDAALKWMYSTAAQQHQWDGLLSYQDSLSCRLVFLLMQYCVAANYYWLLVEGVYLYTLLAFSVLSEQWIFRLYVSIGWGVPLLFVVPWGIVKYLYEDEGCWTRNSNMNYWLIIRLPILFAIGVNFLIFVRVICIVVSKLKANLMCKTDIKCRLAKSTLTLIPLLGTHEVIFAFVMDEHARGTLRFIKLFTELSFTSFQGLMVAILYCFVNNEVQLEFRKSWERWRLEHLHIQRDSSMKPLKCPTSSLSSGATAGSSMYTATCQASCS
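Seeding at 200 cells/uL, 12 h culture, 24 hr compound treatment, then luciferase reagent and a luminescence read; cells are HEK293 stably expressing a constitutively active GLP-1R plus cAMP-responsive luciferase.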
Abeta rescue: A-beta toxicity reversal in yeast. yeast expressing A-beta42, growth rescue, OD600, 48 h; response scale: 0% DMSO, 100% iron-clioquinol control. Potency, µM (series often up to 46.1 µM), for the others: at the highest dose growth rescue, most hits filed as activators. actives 0.063% (n = 410,000); note: potency is the fitted concentration of half-maximal effect; nearly all actives have a fitted effect of over 55% in size
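Yeast growth medium received pinned compounds, then yeast cells expressing toxic A-beta were added; plates incubated at 30 C for 48 hr. Growth read as absorbance at 600 nm, normalized to DMSO and equimolar FeCl3 plus clioquinol controls.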
PTHR1 ag: agonists of human PTHR1 parathyroid hormone receptor; HEK293 GP2 PTHR1 cells, GloSensor cAMP luminescence, 1 h; Potency, µM (highest dose often 115 µM), for the others: at the top dose activation, usual class: activators; Q03431; AID 743266; actives 0.075% (n = 410,000); note: potency is the fitted concentration of half-maximal effect; nearly all actives have a fitted effect of over 55% in size; some results filed as inactive show a strong effect at the top dose; inactives centre near -15; many of its hits are not listed in these tables
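HEK-293-derived GP2 cells expressing PTHR1 and a GloSensor cAMP reporter, 3,000/well, plated overnight, given luciferin plus IBMX (each 0.5 mM as added) for 1 h at 37 °C, then compound for 1 h at 37 °C. Luminescence was read after 15 min at room temperature.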
GLP1R ag: GLP-1 receptor (human) agonism | P43220 | HEK293 GLP-1R CRE-luciferase, luminescence, 4-6 h; cells express a hypersensitive GLP-1R form | Potency, µM (top dose mostly 45.6 µM), without a hit: at the top dose activation, usual class: activators | actives 0.007% (n = 380,000); note: potency is the fitted concentration of half-maximal effect; % of control where 0% means no effect
aSyn rescue: rescues yeast growth from alpha-synuclein toxicity; Yeast expressing alpha-synuclein, growth rescue, BacTiter-Glo, 24 h; Potency, µM (highest dose often 46.1 µM), for inactives: at the top dose growth rescue (activation), hits mostly activators; actives 0.14% (n = 370,000); AID 652106; note: potency is the fitted concentration of half-maximal effect; % of control where 0% means no effect; nearly all actives have a fitted effect of over 65% in size
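Rescue of yeast growth: cells expressing toxic alpha-synuclein, induced in galactose at OD600 0.02, incubated with compound 24 h at 30 C. ATP luminescence quantified growth; inhibitors of toxicity appear as activators.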
TDP43 rescue: rescues yeast growth from TDP-43 toxicity | TDP-43 expressing yeast growth rescue, BacTiter-Glo, 24 h | Potency, µM (doses to about 46.1 µM), inactives show top-dose growth rescue (activation), usual class: activators | actives 1.8% (n = 410,000) | AID 652104; note: potency is the fitted concentration of half-maximal effect; % of control where 0% means no effect; nearly all actives have a fitted effect of over 50% in size
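Growth rescue of TDP-43-toxic yeast measured as ATP luminescence (BacTiter-Glo). Cells grown to mid-log in raffinose, induced in galactose at OD600=0.02, exposed to compound 24 hr at 30 deg C.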
D3 antag: blocks the human D3 dopamine receptor; D3R cells, DiscoveRx beta-arrestin luminescence, antagonist mode; stronger effect = lower value; AID 652054; actives 2.5% (n = 360,000); P35462; max response, negative = inhibition, %; in the data active = max response below about -50%; inconclusive = no clear call, values can overlap the other calls; note: % is set by controls: 0 for no effect and ±100 for the full control effect; mostly tested at two doses, the higher about 12 µM
Target sequence (P35462 whole entry, looked up): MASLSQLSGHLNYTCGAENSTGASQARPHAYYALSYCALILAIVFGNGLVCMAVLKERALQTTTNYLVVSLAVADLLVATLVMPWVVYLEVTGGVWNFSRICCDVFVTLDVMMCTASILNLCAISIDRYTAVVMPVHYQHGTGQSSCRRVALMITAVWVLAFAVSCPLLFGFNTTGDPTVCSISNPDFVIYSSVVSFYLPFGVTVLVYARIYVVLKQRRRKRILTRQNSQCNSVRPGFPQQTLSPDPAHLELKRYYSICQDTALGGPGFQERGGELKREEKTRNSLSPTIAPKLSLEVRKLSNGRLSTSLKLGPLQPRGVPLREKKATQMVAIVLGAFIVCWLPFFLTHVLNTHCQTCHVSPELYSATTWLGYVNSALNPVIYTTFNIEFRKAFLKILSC
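Cells expressing the human receptor were seeded at 1500 cells/well, incubated overnight at 37 degrees C in 5% CO2, then exposed to library compounds with dopamine controls for 90 minutes at 37 degrees C before luminescent detection.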
Akt phos inh: blocks phosphorylation of Akt | Neuro2A IGF-stimulated pAkt S473 HTRF, 20 min; stronger effect = lower value | activity change, % for hits at 50 µM | actives 0.32% (n = 360,000); in the data active = activity change below about -80%; inconclusive = mostly about -51% to -80%; note: % is set by controls: 0 for no effect and ±100 for the full control effect
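Neuro2A cells in DMEM with 0.5% FBS, overnight at 37 deg C, given compound at single 50 µM final, then IGF (6 nM final) for 20 min at 37 deg C. Lysed; phospho-Akt Ser473 by HTRF after 24 h, 665/615 ratio.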
FUS suppressor: FUS proteinopathy suppression in yeast; S. cerevisiae FUS-expressing, growth rescue, OD600, 24 h; Potency, µM (titrated, usually from 76.6 µM), inactives show at the highest dose growth rescue (activation), usual class: activators; actives 0.24% (n = 390,000);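 note: potency is the fitted concentration of half-maximal effect; plate controls were DMSO vehicle for no effect and reference control for full effect; nearly all actives have a fitted effect of over 55% in size; some results filed as inactive show a strong effect at the top dose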
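Yeast FUS proteinopathy model; galactose-induced FUS (2%), starting OD 0.005. Cpds in dilution series, 24hr, 30C, 99% humidity. Abs 600 nm growth. Pos ctrl CP55940 (top 92uM final); neg ctrl DMSO.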
* = called active by the depositor; i = inactive; ? = inconclusive; / = no result given; [ ] = remark or other dose. Unless noted, calls come from the whole dose curve; as a rule, active = well fitted curve in the direction sought with a large enough effect; inconclusive = small, poorly fitted or top-dose-only effect, or another doubt; inactive = no such curve, though single readings can be large; an effect the other way counts as inactive or inconclusive. A portion of the library, so the mix of outcomes need not match the whole.

| entry | structure | GLP-1R inv ag | Abeta rescue | PTHR1 ag | GLP1R ag | aSyn rescue | TDP43 rescue | D3 antag | Akt phos inh | FUS suppressor |
| --- | --- | --- | --- | --- | --- | --- | --- | --- | --- | --- |
| 1 | Cc1cccc(N2N=C(C(=O)N3Cc4ccccc4CC3C(N)=O)CCC2=O)c1 (configuration not stated) | -28% | -7% | -93%[inhibitor] | -8% | 3% | 0% | 14 | i | 4% |
| 2 | CCCc1cc(=O)n2[nH]c(NC(=O)c3ccccc3Cl)nc2n1 | 4% | -15% | ? | / | / | 5% | / | / | -18% |
| 3 | O=C(Nc1ccccc1)c1c(F)cccc1F | 2% | -1% | i | -2% | -16% | -4% | -6 | i | -22% |
| 4 | Cc1cccc(N2C(=O)CN(Cc3ccccc3)C2=S)c1 | ? | 8% | i | 10% | 3% | ? | 3 | i | 11% |
| 5 | O=C(Nc1cnc2sccn2c1=O)c1ccc(Cl)cc1Cl | 4% | -4% | -64%[inhibitor][57.5 µM] | -1% | -1% | -9% | -16 | i | -2% |
| 6 | CC1(C)CC(NC(=O)c2cccc(Cl)c2)CC(C)(C)N1 | ? | 15% | -26% | -9% | 3% | 7% | 1 | i | 6% |
| 7 | CC(C)C(=O)Nc1nnc(-c2ccco2)s1 | 28% | 10% | i | 9% | 10% | 27% | 5 | i | 14% |
| 8 | CC(C)C(=O)NC(NCC1CCCO1)C(Cl)(Cl)Cl (configuration not stated) | -7% | -22% | i | 18% | -1% | -19% | 29 | i | 6% |

Following part.
| entry | structure | GLP-1R inv ag | Abeta rescue | PTHR1 ag | GLP1R ag | aSyn rescue | TDP43 rescue | D3 antag | Akt phos inh | FUS suppressor |
| --- | --- | --- | --- | --- | --- | --- | --- | --- | --- | --- |
| 9 | COc1ccc(Br)cc1/C=N/NC(=O)c1cc(OC)c(OC)c(OC)c1 | 4% | -10% | -2% | 4% | -10% | -21% | 32 | i | -1% |
| 10 | CCOC(=O)CNC(=O)CSc1nc(-c2ccc(OC)cc2)ns1 | 3%[0.307 µM] | 20% | -29% | 3% | 17% | 25µM* | -9 | i | 7% |
| 11 | CCOc1cc(C)c(C(C)C)cc1S(=O)(=O)N1CCN(C)CC1 | -26% | 22% | -3%[57.5 µM] | 0% | 0% | -6% | -21 | i | -12% |
| 12 | COc1cccc(-c2cnc3c(NC(C)=O)cc(-c4ccc(S(C)(=O)=O)cc4)cn23)c1 | 0% | 9% | 20% | 12% | 2% | 12% | 88 | i | ? |
| 13 | CN(C(=O)C1CCN(c2ncnc3c2nc2n3CCCCC2)CC1)C1CCCCC1 | ? | -14% | -40%[inhibitor] | -5% | 1% | 6% | -5 | i | 22% |
| 14 | COc1ccc(/C(C)=N/Nc2nc(C)c(C(C)=O)s2)cc1 | -4% | 10% | i | 20% | 2% | ? | 2 | i | -2% |
| 15 | CCOc1cccc(CN2CCCC(N3CCN(c4cccc(Cl)c4)CC3)C2)c1O (configuration not stated) | 10µM* | -1% | -9% | -3% | 1% | -12% | -24 | i | 15% |
| 16 | CCOCCOCCC(C(=O)O)P(=O)(c1ccccc1)c1ccccc1 (configuration not stated) | 4% | -4% | ? | 4% | -12% | -4% | -19 | i | 10% |

Following part.
| entry | structure | GLP-1R inv ag | Abeta rescue | PTHR1 ag | GLP1R ag | aSyn rescue | TDP43 rescue | D3 antag | Akt phos inh | FUS suppressor |
| --- | --- | --- | --- | --- | --- | --- | --- | --- | --- | --- |
| 17 | Cc1cc(C)cc(Oc2nc3ccccn3c(=O)c2/C=C(\C#N)C(=O)NC2CCS(=O)(=O)C2)c1 (configuration not stated) | ? | 11% | -21% | 15% | 7% | -5%[1.82 µM] | 4 | i | 27% |
| 18 | O=C1c2ccccc2C2=Nc3ccccc3SC(c3cccc(F)c3)C12 (configuration not stated) | ? | -36% | -25% | -5% | -39%[inhibitor] | ? | -23 | i | 13% |
| 19 | O=C(O)c1cc(-c2ccc3ccccc3c2)nc2ccc(F)cc12 | ? | -19% | -27% | 0% | -18% | 5% | 0 | i | -17% |
| 20 | O=C(CN1CCN(C(=O)c2ccco2)CC1)Nc1ccccc1-c1ccccc1 | ? | 13% | i | 5% | 0% | 4% | -1 | i | 9% |
| 21 | O=C(COC(=O)/C=C/c1ccc(F)cc1)NC(=O)NCc1ccccc1 | -7% | 8% | -1% | -3% | 3% | 9% | 0 | i | -7% |
| 22 | CC(=O)C1=C(C)Nc2ncnn2C1c1ccccc1Cl (configuration not stated) | 6% | 2% | i | 0% | -1% | -8% | 9 | i | -13% |
| 23 | CC(C)(C)NC(=O)CCN(/N=C/c1ccccc1O)C1=NS(=O)(=O)c2ccccc21 | -18% | -9% | -18% | 18% | -4% | -20% | 9 | i | 23% |
| 24 | CCN(CC)S(=O)(=O)c1cccc(C(=O)Nc2cccc(C)c2)c1 | ? | 22% | -5%[57.5 µM] | -1% | -15% | 21% | -17 | i | 12% |

More structures:
| entry | structure | GLP-1R inv ag | Abeta rescue | PTHR1 ag | GLP1R ag | aSyn rescue | TDP43 rescue | D3 antag | Akt phos inh | FUS suppressor |
| --- | --- | --- | --- | --- | --- | --- | --- | --- | --- | --- |
| 25 | CCCC[C@@H]1CNC(=O)C(=O)N1CC1CCCCC1 | 8% | -16% | 1% | 2% | -6% | -11% | ? | i | -6% |
| 26 | CCn1ccc2cc(S(=O)(=O)N3CCCN(C(=O)Nc4ccccc4OC)CC3)ccc21 | 15% | -3% | i | 27% | 6% | ? | / | / | 33% |
| 27 | CCOC(=O)c1cccc(NC(=O)c2c(NCc3ccccc3)[nH]c(=O)[nH]c2=O)c1 | -20% | -3% | -18% | 2% | 6% | 17% | -14 | i | -33% |
| 28 | O=C(NC(=S)NC1CCS(=O)(=O)C1)c1ccccc1F (configuration not stated) | 3% | 24% | -6% | 0% | 6% | 6% | 9 | i | -4% |
| 29 | Cc1ccc(S(=O)(=O)N2CCN(C(=O)COC(=O)CNC(=O)c3ccc(C(C)(C)C)cc3)CC2)c(C)c1 | -19% | 9% | -35%[inhibitor] | 8% | -8% | 10% | 2 | i | ? |
| 30 | O=C(O)/C=C\C(=O)Nc1ccc(OCc2ccccc2)cc1 | -8% | -31% | 3% | 2% | 17% | 11% | -10 | i | 32% |
| 31 | CC(=O)c1ccc(S(=O)(=O)N(Cc2cc3cc4c(cc3[nH]c2=O)OCCO4)CC2CCCO2)cc1 (configuration not stated) | 25% | -31% | -8%[57.5 µM] | -2% | -2% | -24% | -24 | i | -12% |
| 32 | O=C(NC1CCCC1)C1CCC(CNS(=O)(=O)c2ccc(F)cc2)CC1 (configuration not stated) | 4% | 8% | -39%[inhibitor] | -5% | -1% | -7% | 13 | i | -3% |

The list continues:
| entry | structure | GLP-1R inv ag | Abeta rescue | PTHR1 ag | GLP1R ag | aSyn rescue | TDP43 rescue | D3 antag | Akt phos inh | FUS suppressor |
| --- | --- | --- | --- | --- | --- | --- | --- | --- | --- | --- |
| 33 | CC(C)N1CCC1(C)C(=O)Nc1ccc2scnc2c1 (configuration not stated) | 0% | -7% | -17% | -5% | 1% | 3% | 13 | i | -14% |
| 34 | COCCn1c(COC)nc2ccccc21 | 5% | 5% | i | 1% | 1% | 17% | -28 | i | -3% |
| 35 | CC(=O)NC(CC(=O)OCC(=O)c1cc(C)ccc1C)c1ccccc1 (configuration not stated) | 4% | 8% | -21% | -4% | 2% | -1% | -22 | i | 7% |
| 36 | O=C(N/N=C/c1ccco1)c1cccc(N2Cc3ccccc3C2)c1 | -1% | 3% | i | 0% | 3% | 23% | 0 | i | 38% |
| 37 | COc1ccc2nc(NC(=O)CNS(=O)(=O)c3cccs3)sc2c1 | 9% | -29% | i | -5% | 3% | -8% | 7 | i | -3% |
| 38 | COC(=O)c1c(N)sc(C(=O)NCCc2ccccc2)c1C | ? | -27% | -34% | -5% | -5% | -1% | -5 | i | 18% |
| 39 | CC1C(=O)C(C)C(c2cccs2)NC1c1cccs1 (configuration not stated) | -28% | 5% | -17% | 2% | -5% | -6% | 3 | i | 6% |
| 40 | Cc1csc(SCCn2c(N3CCCC3)nc3c2c(=O)[nH]c(=O)n3C)n1 | 4% | -3% | -15%[57.5 µM] | 3% | 1% | -8% | -1 | i | 8% |
| 41 | COc1ccc(OCc2ccc(-c3nc(C#N)c(N4CCN(c5cccc(Cl)c5)CC4)o3)o2)cc1 | -11% | 4% | i | / | / | 7% | / | / | -8% |
| 42 | COc1ccccc1NS(=O)(=O)c1cccc(C(=O)OCC(=O)NC2CC2)c1 | -7% | 6% | i | 0% | 1% | -3% | 15 | i | 11% |

Assay outcomes: PubChem BioAssay, National Center for Advancing Translational Sciences (NCATS)
